# Source: PubChem BioAssay
# TAAR1 ag: human TAAR1 agonism. CHO RD-HGA16 TAAR1, Fluo-8 calcium fluorescence; vehicle wells 0%, saturating PEA agonist 100%. activation, % at 3 µM. 360,000 tested, 0.99% active;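 active = activation above the mean activation of all test compounds in the run plus 3 SD, cut at about 38% in these data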
# Target sequence (Q96RJ0 whole entry, looked up): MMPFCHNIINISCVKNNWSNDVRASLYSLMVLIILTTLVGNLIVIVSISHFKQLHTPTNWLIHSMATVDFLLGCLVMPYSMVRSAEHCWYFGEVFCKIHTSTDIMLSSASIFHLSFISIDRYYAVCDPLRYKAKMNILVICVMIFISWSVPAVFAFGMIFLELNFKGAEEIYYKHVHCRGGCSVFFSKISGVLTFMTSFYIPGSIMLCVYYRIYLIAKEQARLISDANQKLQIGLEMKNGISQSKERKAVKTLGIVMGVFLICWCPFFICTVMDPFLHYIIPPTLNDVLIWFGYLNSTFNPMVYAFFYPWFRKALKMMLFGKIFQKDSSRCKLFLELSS
#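 Assay system: CHO-derived RD-HGA16 cells with stable Gα16 and human TAAR1; timing: 17-24 h seeding, 75 min 37 °C dye, 30 min RT; read-out: % activation from peak over basal fluorescence ratio, DMSO-to-PEA scaled; measured by: kinetic Fluo-8 calcium fluorescence; benchmarks: low control DMSO, high control PEA (EC100); doses: 3 µM single concentration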
# CHO-K1 Ca PAM: counter-screen for M1 PAMs: effect in parental CHO-K1 cells; 360,000 tested, 0.02% active; AID 602247; activation, % at 3 µM; ATP EC20, Fluo-8 calcium fluorescence; 0% at ATP EC20, 100% at ATP max;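 active = activation above the run cutoff, the mean activation of all test compounds plus 3 SD, cut at about 40% in these data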;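 note: peak over basal fluorescence ratio in a 140 s read after ATP addition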
# CHO parental Ca: signal in parental CHO cells, OX1R antagonist counter-screen; parental CHO-K1, ATP-induced calcium, Fluo-8 fluorescence; inhibition, % at 5.6 µM; 330,000 tested, 0.63% active;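 active = inhibition above that plate's mean sample inhibition plus 3 SD, cut at about 26% in these data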;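 note: 0% = ATP-challenged DMSO wells and 100% = DMSO wells without ATP; some compounds past the cut are filed as inactive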
#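 material = parental CHO cells | also added = ATP as calcium-mobilizing challenge | dosing = single point at 5.6 µM | detection = intracellular calcium via Fluo-8 no-wash fluorescent dye | read-out = % inhibition | benchmarks = low control ATP plus DMSO, high control DMSO only | repeats = one well per compound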
# CHO-K1 Ca ag: M1 agonist counterscreen hit in parental CHO-K1 cells. Fluo-8 calcium fluorescence; scaled to maximal ATP response, vehicle zero. activation, % at 3 µM. 360,000 tested, 0.48% active; in the data active = activation above about 15%;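 note: untransfected CHO-K1 host cells lacking M1 receptor as counterscreen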
# CHO-K1 Ca antag: counter-screen for M1 antagonists: effect in parental CHO-K1 cells | ATP-induced calcium, Fluo-8 fluorescence | inhibition, % at 3 µM | 360,000 tested, 0.6% active;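 active = inhibition above a per-plate cutoff, the plate's mean sample inhibition plus 3 SD, cut at about 24% in these data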;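 note: 0% = DMSO plus EC80 ATP and 100% = DMSO alone without ATP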
# M1 ag: agonists of human M1 muscarinic receptor. 360,000 tested, 0.33% active. P11229. CHO-K1 hM1, Fluo-8 calcium fluorescence, agonist mode; 0% DMSO, 100% acetylcholine EC100. activation, % at 3 µM;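 active = activation above the run's mean compound activation plus 3 SD, cut at about 16% in these data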;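 note: peak over basal fluorescence ratio within a 140 s kinetic read after compound addition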
# Target sequence (P11229 whole entry, looked up): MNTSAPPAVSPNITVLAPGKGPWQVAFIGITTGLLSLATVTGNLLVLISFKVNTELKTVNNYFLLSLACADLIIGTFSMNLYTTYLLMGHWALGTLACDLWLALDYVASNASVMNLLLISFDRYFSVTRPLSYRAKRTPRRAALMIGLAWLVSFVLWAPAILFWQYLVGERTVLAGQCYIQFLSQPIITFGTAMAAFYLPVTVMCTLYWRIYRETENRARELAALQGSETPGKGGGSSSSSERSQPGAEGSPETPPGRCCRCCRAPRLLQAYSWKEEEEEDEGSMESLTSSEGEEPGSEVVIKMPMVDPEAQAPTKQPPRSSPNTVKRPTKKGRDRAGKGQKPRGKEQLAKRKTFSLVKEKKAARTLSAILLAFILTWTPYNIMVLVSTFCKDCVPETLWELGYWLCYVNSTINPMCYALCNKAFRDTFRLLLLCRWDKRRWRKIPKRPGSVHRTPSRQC
# M1 antag: antagonists of human M1 muscarinic receptor. 360,000 tested, 1.3% active. inhibition, % at 3 µM. CHO-K1 hM1, Fluo-8 calcium fluorescence, ACh EC80 antagonist. AID 588852. P11229;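 active = percent inhibition above its own plate's cutoff, namely the mean of that plate's compound wells plus 3 SD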;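 note: peak over basal fluorescence ratio during 140 s after agonist addition; 0% = ACh EC80 plus DMSO and 100% = DMSO alone without agonist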
# M1 PAM: human CHRM1 positive allosteric modulation; CHO-K1 hM1, Fluo-8 calcium fluorescence, ACh EC20; 0% = ACh EC20, 100% = maximal ACh; activation, % at 3 µM; 360,000 tested, 0.088% active; AID 588819; in the data active = activation above about 19%, passing the limit was not always enough
# TAAR1 antag: human TAAR1 antagonism | Q96RJ0 | CHO RD-HGA16 TAAR1, Fluo-8 calcium fluorescence, antagonist | inhibition, % at 3 µM | 360,000 tested, 1.5% active | AID 624466;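 active = inhibition above a per-plate cutoff, the mean inhibition of test compounds on that plate plus 3 SD, cut at about 49% in these data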;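 note: 0% = DMSO plus EC80 beta-PEA response and 100% = DMSO alone without agonist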
#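 Material: CHO RD-HGA16 cells bearing hTAAR1; compound dosing: one-point dosing, 3 µM nominal final; schedule: dye loading 75 min at 37 °C, then 30 min room temperature; measured by: calcium fluorescence with Fluo-8; control set: vehicle and agonist controls; replication: n of 1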
# * hit, by the source's call; . = not tested or not shown.
SMILES,TAAR1 ag,CHO-K1 Ca PAM,CHO parental Ca,CHO-K1 Ca ag,CHO-K1 Ca antag,M1 ag,M1 antag,M1 PAM,TAAR1 antag
CCN1C(Nc2ccccc2)=NC[C@@H]1C,5.4,3.2,-13.7,0.7,-14.7,-9.3,-2.4,1.6,-3.4
CN(C)S(=O)(=O)N1CCC(Oc2cccc(C(=O)NC3CCOC3)c2)CC1 (stereo not drawn),0.9,18.6,-13.1,3.5,-12.8,-1.4,-18.2,0.9,6.5
CCOC(=O)n1c(O)c(N=NC(N)=S)c2cc(C)ccc21,4.0,4.3,-2.8,1.5,-8.7,-2.5,-22.7,15.0,-7.6
Nc1nnc(CC(=O)N/N=C/c2ccccc2OCc2ccc(F)cc2)s1,1.3,11.9,-17.0,3.8,-15.5,-1.1,-5.0,12.0,9.3
CCOC(=O)/C(C#N)=C\c1c(C)cc(C)c(COC(C)=O)c1C,-2.4,-6.4,-11.2,-0.3,2.0,-5.1,7.6,1.6,-18.4
COc1ccc(S(=O)(=O)N(C)c2ccc(C(=O)NCc3ccco3)cc2)cc1,0.7,9.1,-16.8,2.5,-5.6,-1.4,-4.5,4.0,-0.3
COc1ccc(C(CNC(=O)COc2ccccc2OC)N(C)C)cc1OC (stereo not drawn),4.4,10.9,9.6,0.4,-10.9,-1.6,4.3,0.6,-6.2
CCOC(=O)[C@]12CCC=C1N(Cc1ccc3c(c1)OCO3)C(=O)[C@H](CC(=O)NCCCN1CCCC1=O)C2,2.8,1.7,.,0.6,-11.4,.,.,.,2.5
O=C(CSc1nc2ncc(Cl)cc2[nH]1)Nc1ccccc1-c1ccccc1,2.0,11.2,-19.2,0.8,1.6,3.2,-1.5,11.9,-0.7
O=C(C[n+]1cc(-c2ccc(Cl)cc2)n2c1CCC2)Nc1nc(-c2ccccc2)cs1,-0.2,-11.7,-12.8,1.0,0.4,-6.1,-12.5,3.7,11.0
CCN(CC)C(=O)c1ccc(COc2ccccc2Cl)o1,0.9,1.2,1.4,4.4,-10.0,-2.6,-7.8,4.5,5.1
NS(=O)(=O)c1ccc(CNC(=O)Cc2cccs2)cc1,2.9,21.2,1.0,2.0,-13.9,-1.4,-16.8,10.2,-4.5
CCCCC(=O)NC(=S)NNS(=O)(=O)c1ccccc1,.,20.4,-11.0,1.3,-5.0,-8.2,-7.5,12.6,.
CCc1ccc2oc(C(=O)N3CCN(c4ccc(OC)cc4)CC3)cc(=O)c2c1,0.6,-3.3,-5.8,-0.5,-1.9,-5.1,-10.0,7.9,7.7
CC(C)(C)Nc1nc(-c2ccccn2)nc2ccccc12,4.6,-9.7,-0.3,0.8,-14.8,-2.4,1.3,0.8,-17.8
CC(C)N(CCO)Cc1nc(C(c2ccccc2)c2ccccc2)no1,-1.0,16.8,-21.0,0.2,-11.1,-9.4,-6.2,-10.6,-8.7
COc1ccc(OCc2nnc3n2N=C(c2ccc(Br)cc2)CS3)cc1,0.3,1.4,-11.7,0.8,6.2,-0.9,-1.5,-2.7,1.3
Cc1cc(N2CCN(C(=O)c3ccco3)CC2)n2ncc(-c3ccccc3)c2n1,5.2,-1.7,-28.4,2.4,14.9,-5.9,-5.7,-1.0,0.6
CC1(C)NC(=O)N(Cc2cc(=O)n3ccsc3n2)C1=O,-2.2,-12.0,5.3,0.2,2.0,-3.5,1.6,1.5,-5.2
CCN1CCN(c2sc(S(C)(=O)=O)nc2S(=O)(=O)c2ccc(Cl)cc2)CC1,.,-3.9,-25.2,0.2,-12.5,-4.3,8.7,-8.3,.
O=C(O)c1ccc(N2C(=O)c3[nH]nc(-c4ccccc4)c3C2c2ccccc2)cc1 (stereo not drawn),0.4,-8.0,-8.8,-0.1,3.5,-0.1,-12.3,12.7,25.7
O=C(CCc1nnc(Cc2ccc3c(c2)OCO3)o1)NCCc1ccccc1Cl,8.5,-0.6,-19.5,0.2,-0.8,-4.2,-4.5,10.5,2.9
O=C1CCCC2=C1C(c1ccsc1)CC(=O)N2c1ccccc1F (stereo not drawn),1.4,-11.9,-16.9,0.3,-3.3,-7.3,-0.6,4.0,-6.0
O=C(/C=C/c1cccc([N+](=O)[O-])c1)OCC(=O)c1ccccc1,21.4,21.6,-5.6,1.6,-17.8,-3.8,-14.8,10.0,22.9
Cc1cccc(N(C(=O)c2cnc3n(c2=O)CCS3)C2CCCCC2)c1,.,9.4,-10.2,0.3,-5.9,-3.6,-4.4,7.9,.

# Pulled one by one from the list above:
SMILES,TAAR1 ag,CHO-K1 Ca PAM,CHO parental Ca,CHO-K1 Ca ag,CHO-K1 Ca antag,M1 ag,M1 antag,M1 PAM,TAAR1 antag
CCOC(=O)n1c(O)c(N=NC(N)=S)c2cc(C)ccc21,4.0,4.3,-2.8,1.5,-8.7,-2.5,-22.7,15.0,-7.6
O=C(O)c1ccc(N2C(=O)c3[nH]nc(-c4ccccc4)c3C2c2ccccc2)cc1 (stereo not drawn),0.4,-8.0,-8.8,-0.1,3.5,-0.1,-12.3,12.7,25.7
Nc1nnc(CC(=O)N/N=C/c2ccccc2OCc2ccc(F)cc2)s1,1.3,11.9,-17.0,3.8,-15.5,-1.1,-5.0,12.0,9.3

# Later entries:
SMILES,TAAR1 ag,CHO-K1 Ca PAM,CHO parental Ca,CHO-K1 Ca ag,CHO-K1 Ca antag,M1 ag,M1 antag,M1 PAM,TAAR1 antag
COc1cc2c(cc1OC)CN(CC(=O)NC(=O)NCc1ccco1)CC2,8.4,20.6,-5.8,0.5,-11.8,-2.4,-10.5,11.4,-13.6
O=C(NC1CCCC1)C(c1ccco1)N(C(=O)c1ccco1)c1ccccc1 (stereo not drawn),-3.9,21.7,-24.4,-0.3,-21.8,-3.7,-11.8,16.3,-4.9
COc1cc(C2C(C#N)=C(N)OC3=C2C(=O)CC(C)(C)C3)ccc1OCCN1CCOCC1 (stereo not drawn),-0.2,0.3,-1.7,1.5,4.8,-3.7,-7.2,5.1,-7.9
O=S(=O)(c1ccccc1)N1CCCC1c1nc2ccccc2s1 (stereo not drawn),6.1,8.8,2.0,0.9,-14.2,-1.9,-10.7,9.4,1.2
COc1ccc(CCNC(=O)c2ccc(OCC(=O)N3CCOCC3)c(OC)c2)cc1OC,3.8,11.8,-2.2,1.0,-3.6,0.1,-9.0,8.0,-10.5
COc1ccc(OCCN2CCC(C(=O)NC(c3ccc(OC)cc3)c3ccccn3)CC2)cc1 (stereo not drawn),1.4,15.1,.,0.1,3.0,-7.2,-12.1,9.4,1.2
CCn1c(SCc2cccc(C)c2)nnc1-c1ccc(C)cc1,9.6,18.7,-14.3,16.2*,-2.7,-5.5,10.9,-2.6,1.5
COc1cc(NC(=O)c2ccc(F)cc2)c(OC)cc1NC(=O)CN1CCCCC1,0.2,1.9,-11.1,-0.2,-7.5,-3.1,-3.0,-1.2,-24.5
Cc1nccn1CCCNCc1c(C(=O)N2CCCCCCC2)nc2ccc(Cl)cn12,-0.7,11.9,-20.0,0.5,-10.2,-7.3,11.3,-11.5,-24.7
CCC(=O)Nc1ccccc1C(=O)NC1CCCCC1,11.6,1.4,-13.1,-0.1,-21.8,-4.4,-7.2,1.4,12.1
CCOc1cc(/C=C/C(=O)c2ccc(C)cc2)ccc1OCC(=O)N(C)C,1.8,16.6,-14.1,1.0,-8.5,-5.5,-3.1,6.0,21.0
COCCn1nnnc1CN(Cc1ccco1)Cc1cc2cc3c(cc2[nH]c1=O)OCO3,10.5,15.4,-7.7,2.0,-11.0,-4.7,-9.6,8.2,13.3
CC[C@@H]1CC=C[C@H]2[C@H]1C(=O)N(Cc1ccccc1)[C@H]2c1ccc(C(F)(F)F)cc1,4.5,14.4,-32.5,-0.9,-10.9,-1.4,-9.6,4.5,32.5
Cc1cc(NC(=O)COc2nnc(-c3ccccc3)c3ccccc23)no1,12.1,9.3,-5.0,-0.2,3.8,-3.0,4.5,1.8,-9.7
COc1cc(/C(C)=N/Nc2ccc(C(=O)O)cc2)cc(OC)c1OC,0.3,-9.6,-6.4,0.0,4.0,-5.0,-2.7,5.9,13.0
O=[N+]([O-])c1cc(S(=O)(=O)Nc2cccc(Cl)c2)ccc1N=Nc1c(O)[nH]c2ccccc12,0.3,7.6,-3.5,0.1,-8.1,-5.1,-7.7,8.6,-5.1
O=C(COC(=O)c1cc(S(=O)(=O)N2CCOCC2)ccc1F)Nc1c(Cl)cccc1C(F)(F)F,5.8,-21.6,-2.0,-0.1,4.0,-6.1,8.2,-2.2,1.4
Clc1cccc(Cc2c(-c3cccc(Br)c3)nc3ccc(Br)cn23)c1,0.5,0.2,.,-0.3,-10.7,-3.5,-18.0,0.5,3.6
COc1ccc(CCNC(=O)C2CCCN(S(=O)(=O)c3ccc(F)cc3)C2)cc1 (stereo not drawn),2.2,1.0,-21.7,3.5,-4.5,-1.4,3.4,-2.8,-9.5
CCc1cccc2c(C(=O)COC(=O)c3nn(C)c(=O)c4ccccc34)c[nH]c12,25.5,8.2,-2.2,1.9,9.1,-1.6,-15.7,-5.2,57.6*
CCCC(=O)N1CCC1(C)C(=O)NCc1ccc(C(C)C)cc1 (stereo not drawn),.,-5.3,.,0.6,0.6,-1.8,2.8,-2.5,.
CC(C)(C)C(=O)Cn1c(=O)n(-c2ccc(F)cc2F)c(=O)c2sccc21,-0.5,27.9,0.0,0.9,-16.7,-3.0,-11.1,10.1,2.5
COc1ccc(NC(=O)CN(C)C(=O)c2cccc(S(=O)(=O)N3CCN(Cc4ccccc4)CC3)c2)cc1,.,9.5,-6.2,3.8,-3.6,-1.2,-7.2,6.7,.
Cc1noc(C)c1COc1cccc(C(=O)Nc2ccccc2N2CCOCC2)c1,10.4,8.3,-7.3,1.4,-4.7,-7.4,0.3,-4.2,23.6
Cc1ccc(NC(=O)CN2C(=O)S/C(=C/c3ccc(-c4cc(C(=O)O)ccc4C)o3)C2=O)cc1C,2.7,20.5,-3.4,0.4,-6.0,4.9,-2.3,7.2,2.6
CN(C)C(=O)CN1C(=O)c2cccc3cccc1c23,0.1,-2.8,-5.5,-0.5,-1.8,3.5,-29.3,21.4,-1.1
COc1ccc(C(=O)NCC(=O)OCC(=O)c2c[nH]c3ccccc23)cc1,32.5,10.8,.,0.9,-3.8,-3.3,-2.7,-1.2,2.9
CCC(CC)C(=O)c1c[nH]c(C(=O)N2CCN(c3ccccc3)CC2)c1,2.0,9.6,-20.8,0.1,-8.6,-5.2,-4.1,2.3,-8.7
C[C@H](CO)N1C[C@H](C)[C@@H](CN(C)C(=O)Nc2ccccc2)Oc2c(NC(=O)Cc3ccccc3)cccc2C1=O,11.1,10.3,-21.3,0.7,-8.1,-6.8,-6.5,5.0,-8.4

# Arranged by value in M1 ag (rising): some entries from above
smiles	M1 ag
Cc1noc(C)c1COc1cccc(C(=O)Nc2ccccc2N2CCOCC2)c1	-7.4
CCn1c(SCc2cccc(C)c2)nnc1-c1ccc(C)cc1	-5.5
COc1ccc(C(=O)NCC(=O)OCC(=O)c2c[nH]c3ccccc23)cc1	-3.3

# Compounds were not picked by outcome. Share with any hit: about 4.4%.
